High-throughput results from PubChem BioAssay.
Vif-APOBEC3F blk: inhibitors of Vif-A3F interaction. HeLa A3F-eYFP + Vif (tagged APOBEC3F with the HIV-1 protein that degrades it), YFP fluorescence increase. Potency, µM (top dose mostly 46.1 µM), without a hit: at the top dose activity, negative = active. 390,000 compounds, 0.2% hits; further: potency means the concentration at half of the fitted maximal effect; % of control where 0% means no effect; nearly all actives have a fitted effect of over 65% in size
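HeLa cells stably expressing Vif plus C-terminally eYFP-tagged A3F were seeded, incubated overnight at 37 deg C, dosed with compound, incubated overnight again at 37 deg C. Yellow fluorescence (Ex 488/Em 500-530) reported blocked Vif-mediated A3F-eYFP degradation.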
ERG-DNA inh: blocks human ERG Ets domain binding to DNA. P11308. fluorescence polarization, His-ERG Ets domain / labelled DNA. Potency, µM (doses to about 76.9 µM), without a hit: at the highest dose FP activity, negative = inhibition, most hits filed as inhibitors. 370,000 compounds, 0.028% hits; active means well fitted inhibition curve with a large enough effect in the polarisation, with a control signal flat; inconclusive means small, poorly fitted or top-dose-only effect, or effect the other way, or a change in a side signal; inactive means no such curve, though single readings can be large or run the other way; the % refers to the polarisation;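 further: polarization taken with two DNA probes labelled with fluorescein and Texas red; potency means the concentration at half of the fitted maximal effect; % of control where 0% means no effect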
Target sequence (P11308 whole entry, looked up, the tested form may be a part): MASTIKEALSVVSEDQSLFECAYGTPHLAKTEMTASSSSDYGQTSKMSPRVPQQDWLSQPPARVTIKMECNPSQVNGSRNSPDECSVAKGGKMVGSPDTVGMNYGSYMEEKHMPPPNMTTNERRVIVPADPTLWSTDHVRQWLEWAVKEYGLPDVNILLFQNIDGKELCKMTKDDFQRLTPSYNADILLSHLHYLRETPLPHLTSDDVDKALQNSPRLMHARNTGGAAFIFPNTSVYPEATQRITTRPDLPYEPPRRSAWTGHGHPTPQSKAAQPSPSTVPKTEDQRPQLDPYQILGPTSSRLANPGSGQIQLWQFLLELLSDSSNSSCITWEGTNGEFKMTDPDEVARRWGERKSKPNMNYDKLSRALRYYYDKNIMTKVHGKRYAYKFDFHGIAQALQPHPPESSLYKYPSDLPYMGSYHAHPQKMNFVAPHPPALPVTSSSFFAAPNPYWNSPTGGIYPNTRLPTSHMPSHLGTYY
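His-tagged ERG Ets domain (1 uM in the protein solution; 300mM KCl, 50mM Tris-HCl, 1mM EDTA, 1mM DTT, pH 7.5) received compound, then a probe mix of 5 nM fluorescein-DNA and 100nM Texas-615-DNA. Fluorescence polarization was read for both dyes.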
ALOX12 inh: ALOX12 (human) lipoxygenase inhibition; P18054; 580,000 compounds, 1.1% hits; purified 12hLO, xylenol orange hydroperoxide absorbance; AID 1671190; Potency, µM (top dose mostly 108 µM), for inactives: at the top dose activity change, negative = inhibition, usual class: inhibitors; further: potency means the concentration at half of the fitted maximal effect; on the % scale 0 is the no-effect control and ±100 the full control effect
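Hydroperoxide product was detected by ferrous iron/xylenol orange as the 573 to 405 nm absorbance ratio. Arachidonic acid at 40 uM (final) was turned over for 30 min at room temperature by 150 nM human 12hLO, pH 7.0 Hepes buffer, after 15 min compound preincubation.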
D2 antagonist: antagonizes the human D2 dopamine receptor; HEK293 TREx D2 cells, calcium flux, dopamine EC80; P14416; inhibition, % at 10 µM; AID 485344; 340,000 compounds, 2% hits; in the data active means inhibition above about 30%; further: 0% is about no effect
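Calcium flux kinetic readout in an inducible HEK293 TREx D2 line plated overnight at 30 C. After 180 s compound exposure, an EC80 dopamine challenge follows with another 180 s kinetic read to detect antagonism.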
GRP78 ERSR act: ER stress response induction in glioma. 420,000 compounds, 0.02% hits. U87-MG GRP78 promoter luciferase reporter, 16 h. Potency, µM, for the others: at the top dose activation, hits mostly activators; further: potency means the concentration at half of the fitted maximal effect; series mostly up to about 76 µM; % of control where 0% means no effect; nearly all actives have a fitted effect of over 35% in size
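ERSR induction read as luciferase luminescence (Bright-Glo, 10 min at room temperature) in stably transfected human U87-MG glioma cells exposed to compounds for 16 h, using GRP78 as sensor.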
LDHA inh: LDHA (human) enzyme inhibition | P00338 | purified LDHA, NADH/diaphorase-resazurin fluorescence; stronger effect = lower value | activity change, % (values are at about 110 or 230 µM) | 480,000 compounds, 0.15% hits; in the data active means activity change below about -30%; inconclusive means mostly about -25% to -30%;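 further: plate controls were DMSO wells for no effect and wells without enzyme for full effect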
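Resorufin fluorescence (ex540/em590), read at 0 and 20 min after diaphorase/resazurin addition, reports the NADH left after a 5 min room-temperature reaction of 2 nM human LDH5 with 0.06 mM NADH and 0.2 mM pyruvate.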
D2 ag: activates the human D2 dopamine receptor; HEK293 T-REx D2 cells, calcium flux agonist mode; activation, % at 2 µM; 340,000 compounds, 0.53% hits; AID 485358;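 active means activation over 3 SD above normal in the single-dose calcium agonist read, cut at about 30% in these data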; further: 0% is about no effect
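HEK293 Trex D2 cells, tetracycline-induced, o/n 30 C 5% CO2; no-wash Ca dye, RT 30–90 min; 10-cycle baseline, 23 nl cpd added, kinetic Ca read 180 s; agonist hits = positive Ca response.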
Vif-APOBEC3G blk: Vif-A3G binding inhibition; Q9HC16; HeLa A3G-eYFP + Vif (tagged APOBEC3G with the HIV-1 protein that degrades it), YFP fluorescence, overnight; Potency, µM (top dose mostly 46.1 µM), without a hit: top-dose activity, negative = active, most hits filed as inhibitors; 410,000 compounds, 0.076% hits; AID 602310;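 further: potency means the concentration at half of the fitted maximal effect; on the % scale 0 is the no-effect control and ±100 the full control effect; nearly all actives have a fitted effect of over 60% in size; hits raise eYFP signal because A3G escapes Vif-driven loss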
Target sequence (Q9HC16 whole entry, looked up): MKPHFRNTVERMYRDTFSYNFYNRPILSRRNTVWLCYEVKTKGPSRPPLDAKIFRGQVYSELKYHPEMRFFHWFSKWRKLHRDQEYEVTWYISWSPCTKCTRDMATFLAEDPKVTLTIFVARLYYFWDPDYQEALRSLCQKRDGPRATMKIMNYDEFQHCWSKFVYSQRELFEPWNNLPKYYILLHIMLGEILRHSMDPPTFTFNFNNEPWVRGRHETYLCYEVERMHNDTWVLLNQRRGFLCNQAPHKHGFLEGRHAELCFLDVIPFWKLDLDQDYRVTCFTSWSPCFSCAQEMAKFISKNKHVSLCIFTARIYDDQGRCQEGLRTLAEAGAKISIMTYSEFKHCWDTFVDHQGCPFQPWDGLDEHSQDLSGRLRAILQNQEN
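Read-out is eYFP fluorescence (Ex 488/Em 500-530) from Vif-expressing HeLa A3G-eYFP cells; more signal means A3G escaped Vif-mediated degradation. Cells plated overnight, compound pinned in, incubated overnight at 37 deg C.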
RGS4 inhibitor: inhibitors of human regulator of G protein signaling 4. Transcreener GDP fluorescence polarization, RGS4-accelerated GTP hydrolysis. Potency, µM (series often up to 114 µM), inactives show top-dose activity change, negative = inhibition, usual class: inhibitors. 390,000 compounds, 0.039% hits. AID 504845; further: potency means the concentration at half of the fitted maximal effect; on the % scale 0 is the no-effect control and ±100 the full control effect; nearly all actives have a fitted effect of over 75% in size; some results filed as inactive show a strong effect at the top dose
Target sequence (P49798 whole entry, looked up): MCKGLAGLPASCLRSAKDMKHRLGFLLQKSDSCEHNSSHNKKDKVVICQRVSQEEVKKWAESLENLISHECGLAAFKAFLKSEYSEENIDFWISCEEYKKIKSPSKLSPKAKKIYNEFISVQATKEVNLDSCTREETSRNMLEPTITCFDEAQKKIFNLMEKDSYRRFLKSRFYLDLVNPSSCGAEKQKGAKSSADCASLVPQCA
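MLSMR compounds (23 nl, pin-transferred) preincubated 10 min at room temperature with a 500nM (2x) first reagent, then RGS4 at 900nM (2x) plus Transcreener GDP mix added; fluorescence polarization (620/688 nm) read before and after 90 min at 30 °C.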
* marks the source's active call; other numbers are inactive results; ? = inconclusive; . = no result given; & = joins results of further samples; [ ] = remark or other dose. Unless noted, the call rests on the fitted dose curve; in most records, active means well fitted curve in the direction sought with a large enough effect; inconclusive means small, poorly fitted or top-dose-only effect, or another doubt; inactive means no such curve, though single readings can be large; an effect the other way counts as inactive or inconclusive.

SMILES | Vif-APOBEC3F blk | ERG-DNA inh | ALOX12 inh | D2 antagonist | GRP78 ERSR act | LDHA inh | D2 ag | Vif-APOBEC3G blk | RGS4 inhibitor
Cc1cc(C)nc(NC(=O)CSc2nn(-c3ccccc3)c(=S)s2)n1 | 0% | 3% | ? | -1 | -3% | -16 | -0.3 | 1% | ?
O=c1c2nnn(-c3ccc(Cl)cc3)c2ncn1Cc1ccccn1 | -2% | 3% | 4% | 10 | -2% | -9 | 1.0 | -5% | -25%
Cc1nc2cc(-c3ccc(Br)cc3)[nH]n2c(=O)c1Cl | 9% | -8% | 7% | -6 | 3% | -4 | 1.0 | 0% | -8%
CN(c1cccc(NC(=O)c2ccc(N(C)S(=O)(=O)c3ccccc3)cc2)c1)S(C)(=O)=O | -7% | -13% | -1% | -3 | -4% | 2 | 0.4 | 9% | -114%[56.9 µM]
O=C(CSc1nnc(COc2ccccc2Cl)o1)NC(=O)NCc1ccco1 | 5% | 5% | -19% | -4 | -4% | -10 | 0.2 | 1% | -16%
CC(NS(=O)(=O)c1ccc(Br)s1)c1ccccc1 (configuration not stated) | 0% | 3% | -6% | -8 | 0% | -2 | -1.0 | 0% | 5%
O=C(NCC(=O)N1CCN(C(=O)c2ccco2)CC1)c1ccccc1 | -5% | 5% | 345%[activator] | -7 | -4% | -9 | 1.0 | 3% | 18%
Cc1ccc(C2(C)NC(=O)N(CC(=O)NC3CCCCC3)C2=O)cc1 (configuration not stated) | 3% | 1% | 34%[activator] | -3 | -2% | -1 | -0.5 | -3% | -17%
O=C1CC(c2c(F)cccc2Cl)C2=C(COC2=O)N1 (configuration not stated) | 0% | 1% | -22% | -15 | -3% | -6 | 1.0 | 2% | 19%
COc1ccc(C(=O)Nc2nccs2)cc1[N+](=O)[O-] | -7% | -3% | -9% | -4 | 1% | -9 | 0.6 | -2% | 22%
COc1cccc(NC(=O)OCCN2CCN(Cc3ccccc3)CCC2=O)c1 | 6% | -12% | ? | -9 | -4%&-2% | -4 | -0.3 | -1% | 8%
Cc1ccc(NC(=O)CCn2nnc3ccccc32)cc1 | 17% | 7% | -35% | 21 | 2% | -3 | 0.4 | -3% | -6%
O=C(O)CCc1ccc(-c2ccc(F)cc2)n1Cc1ccco1 | -3% | 0% | ? | -5 | -3% | -6 | 0.2 | 0% | -9%
CC(=NNc1ccc([N+](=O)[O-])cn1)c1ccc(N)cc1 | -1% | -4% | -23% | . | 7% | -4 | . | 1% | -4%
Nc1cc(C(=O)OCC(=O)NNC(=O)c2ccccc2F)ccc1Cl | 5% | 2% | 4% | . | -4% | -8 | . | 2% | -10%
CCOC(=O)Nc1cccc(OCC(=O)Nc2ccc(OC)cc2OC)c1 | -4% | 1% | 0% | 5 | -8% | 4 | 0.3 | -1% | 13%
CC(=O)c1c(C)[nH]c(C(=O)Nc2ccc(Cl)cc2)c1C | -17% | 8% | 1% | -1 | 6% | 5 | -0.8 | 2% | -14%
Cc1ccc(NC2=CC(=O)OC(C)C2)cc1 (configuration not stated) | -7% | -3% | 6% | 15 | 1% | -6 | -0.1 | 3% | -7%
COCCNC(=O)c1ccc2c(c1)N(Cc1c(F)cccc1Cl)C(=O)c1ccccc1S2 | 6% | 3% | -6% | . | 2% | -2 | 0.2 | -1% | 7%
Cc1cccc(C)c1NC(=O)CN(C)C(=O)CCc1nc2sc3c(c2c(=O)[nH]1)CCCC3 | -8% | . | 107%[activator] | 7 | -6% | -2 | 0.1 | 0% | -25%
CCOc1ccc(OCc2ccc(C(=O)O)o2)cc1 | 0% | 13% | 131%[activator] | -14 | -16% | -3 | -0.3 | 6% | -21%
CC(C)(C)c1nc(S(=O)(=O)c2ccc(Cl)cc2)c(N2CCOCC2)o1 | -7% | 3% | ? | -16 | -2% | -20 | 0.4 | -5% | ?
Cc1onc(-c2ccccc2)c1C(=O)OCCOc1ccc([N+](=O)[O-])cc1[N+](=O)[O-] | 3% | 4% | 92%[activator] | 1 | -3% | -1 | 0.9 | 2% | -21%
O=C(OCc1cc(=O)n2c(n1)sc1ccccc12)c1cccc(O)c1 | 9% | -1% | ? | -1 | 5% | -4 | 1.7 | 1% | 11%
CC(OC(=O)/C(C#N)=C/c1ccc(N(C)C)cc1)C(=O)N(C)c1ccccc1 (configuration not stated) | -26% | . | -29% | 9 | 5% | -7 | 24 | ? | 4%

Following part
SMILES | Vif-APOBEC3F blk | ERG-DNA inh | ALOX12 inh | D2 antagonist | GRP78 ERSR act | LDHA inh | D2 ag | Vif-APOBEC3G blk | RGS4 inhibitor
Cc1ccc(C(=O)Nc2nnc(S(=O)(=O)N(C)Cc3ccc(F)cc3)s2)cc1 | -6% | 2% | -21% | . | -3% | -7 | 0.3 | 3% | 2%
O=C(Nc1nnc(C2CC2)s1)c1ccco1 | -12% | 4% | -34% | 28 | -2% | -10 | 4.8 | 2% | -7%
O=C(Nc1ccccc1)C1=C[C@H](c2ccc(C(F)(F)F)cc2)C[C@H](OCc2ccc(CO)cc2)O1 | -4% | 4% | -15% | -9 | -3% | -1 | 0.7 | 0% | 1%
Cc1cccc(-c2nnc(-c3ccc(N)cc3)o2)c1 | . | 7% | 0% | -7 | -11% | 1 | 0.0 | -2% | -24%
CCCCOC(=O)c1ccc(Nc2ncnc3nc[nH]c23)cc1 | -4% | -1% | 17% | 2 | 2% | -10 | 3.0 | -5% | -13%
O=C(NNC(=O)c1cnccn1)c1ccc(Cl)cc1 | 8% | -2% | 1% | 3 | 3% | 5 | -0.3 | -6% | -1%
CCCN(CC(=O)Nc1ccccc1C)CC(=O)Nc1ccc(Br)cc1F | 0% | -5% | ? | -26 | 0% | 0 | 1.2 | 4% | -16%
CCC1CSC(Nc2ccc(C(=O)/C=C/c3ccc(Br)cc3)cc2)=N1 (configuration not stated) | -18% | 3% | 10% | 3 | 3% | -4 | 0.6 | 0% | 3%
CCOC(=O)N1CCN(C(=O)C2CCN(S(=O)(=O)c3ccc(C)cc3)CC2)CC1 | -4% | -8% | 2% | 6 | 1% | 0 | 0.0 | -7% | 23%
O=C(CSc1ncc2c(n1)-c1ccccc1N(Cc1ccc(Cl)cc1)S2(=O)=O)c1ccc(Cl)cc1 | -4% | 4% | -15% | . | -5% | -9 | 0.3 | -2% | 5%
CCOC(=O)c1ccc(NC(=O)CCC2COc3ccccc3O2)cc1 (configuration not stated) | 10% | 0% | 0% | 2 | -4% | 1 | -0.1 | 1% | -21%
CCc1ccccc1NS(=O)(=O)c1cc(C)ccc1OC | 2% | -1% | 0% | -3 | -4% | -2 | -0.9 | 1% | -15%
N#CCc1nn(-c2ccccc2)c(N)c1C#N | -2% | -4% | 73%[activator] | 10 | -1% | 1 | -0.4 | -6% | 7%
Cc1ccc(OCC(=O)NC(=S)Nc2cccc(NC(=O)c3ccccc3Cl)c2)cc1 | -1% | -4% | ? | 12 | -3% | 3 | -0.6 | 1% | -39%
C/C(=N\NC(=O)c1ccccc1N)c1ccc(NC(=O)Cc2ccccc2)cc1 | -11% | -5% | 29% | 2 | 6% | -7 | 0.0 | -1% | -14%
COc1ccc(C(=O)Nc2cc(C)on2)c(OC)c1 | 0% | 6% | 0% | . | 1% | -10 | . | 3% | 3%
Cn1cccc1C(=O)NC1CCCCC1 | 1% | 1% | ? | -22 | 4% | -12 | -0.3 | 2% | 16%
Cc1onc(-c2ccccc2Cl)c1C(=O)OCC(=O)Nc1cccc(S(=O)(=O)N2CCOCC2)c1 | 4% | 1% | -29% | -1 | -4% | -9 | 1.3 | -4% | -12%
CCOCCCNC(=O)c1ccc(OC2CCN(C(C)=O)CC2)c(OC)c1 | -1% | -5% | 145%[activator] | 3 | -1% | -7 | -1.8 | 1% | 6%
CSc1cccc(NC(=O)c2cc(S(=O)(=O)N3CCCCC3)c[nH]2)c1 | -9% | -1% | 16% | -10 | -3% | -5 | -0.2 | 0% | -16%
CC(C)CN(C(=O)CCc1ccccc1Cl)c1c(N)n(Cc2ccccc2)c(=O)[nH]c1=O | -2% | -2% | -22% | -3 | -7% | -7 | 0.9 | -10% | -4%

Structures listed so far that have a cyano group (2):
SMILES | Vif-APOBEC3F blk | ERG-DNA inh | ALOX12 inh | D2 antagonist | GRP78 ERSR act | LDHA inh | D2 ag | Vif-APOBEC3G blk | RGS4 inhibitor
CC(OC(=O)/C(C#N)=C/c1ccc(N(C)C)cc1)C(=O)N(C)c1ccccc1 (configuration not stated) | -26% | . | -29% | 9 | 5% | -7 | 24 | ? | 4%
N#CCc1nn(-c2ccccc2)c(N)c1C#N | -2% | -4% | 73%[activator] | 10 | -1% | 1 | -0.4 | -6% | 7%

Part of the list above, showing only D2 antagonist, ERG-DNA inh and Vif-APOBEC3F blk:
Structure,D2 antagonist,ERG-DNA inh,Vif-APOBEC3F blk
CCc1ccccc1NS(=O)(=O)c1cc(C)ccc1OC,-3,-1%,2%
N#CCc1nn(-c2ccccc2)c(N)c1C#N,10,-4%,-2%
Cc1ccc(OCC(=O)NC(=S)Nc2cccc(NC(=O)c3ccccc3Cl)c2)cc1,12,-4%,-1%

Only part of the results is shown; the hit share may differ from the screen's.
